FBA Mtb inh = inhibitors of M. tuberculosis fructose-bisphosphate aldolase; 2.3% of 360,000 active; inhibition, % at 1 µM; P9WQA3; purified M. tuberculosis FBA, fluorescence read-out; in the data active means inhibition above about 27%;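 further: 0% = vehicle and 100% = reference inhibitor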
Target sequence (P9WQA3 whole entry, looked up): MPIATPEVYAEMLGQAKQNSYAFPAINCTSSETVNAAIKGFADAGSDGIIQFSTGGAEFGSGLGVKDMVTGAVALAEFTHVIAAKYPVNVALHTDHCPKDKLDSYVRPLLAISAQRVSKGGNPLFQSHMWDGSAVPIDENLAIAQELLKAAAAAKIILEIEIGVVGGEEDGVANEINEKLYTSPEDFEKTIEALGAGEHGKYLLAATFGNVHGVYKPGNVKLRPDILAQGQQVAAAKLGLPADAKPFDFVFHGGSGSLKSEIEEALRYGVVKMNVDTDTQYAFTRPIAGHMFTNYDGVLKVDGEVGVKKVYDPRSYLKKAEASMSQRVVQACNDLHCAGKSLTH
FadD28 binding = M. tuberculosis FadD28 bisubstrate binding inhibition; FadD28 bisubstrate probe binding, fluorescence polarization; inhibition, % at 12.5 µM; 0.22% of 360,000 active; in the data active means inhibition above about 8.5%, passing the limit was not always enough; inconclusive means no clear call, values can overlap the other calls
BioA inh = blocks M. tuberculosis BioA enzyme activity; 0.096% of 360,000 active; inhibition, % at 9.99 µM; purified M. tuberculosis BioA enzyme, plate reader; in the data active means inhibition above about 40%; inconclusive means no clear call, values can overlap the other calls
GDH-TPI inh = inhibits GDH-TPI coupling enzymes, artifact for Mtb FBA screen; GDH-TPI coupled enzyme counterscreen, NADH absorbance; inhibition, % at 4.8 µM; 1.2% of 360,000 active; AID 588335; in the data active means inhibition above about 30%;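 further: 0% = DMSO wells and 100% = wells lacking the enzyme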
BoNT F protease = BoNT F light chain protease inhibition | Multiplex microsphere protease cleavage assay, flow cytometry | inhibition, % at 10 µM | 0.22% of 360,000 active | AID 588497; in the data active means inhibition above about 35%, passing the limit was not always enough; inconclusive means no clear call, values can overlap the other calls; further: plate controls were buffer without enzyme for full effect and enzyme alone for no effect
MazF activator = increases E. coli MazEF RNase cleavage of RNA | 0.32% of 350,000 active | FAM/BHQ RNA-DNA oligo cleavage fluorescence, 5 h | activation, % at 20 µM | AID 504720; in the data active means activation above about 50%
Target sequence (P0AE70 whole entry, looked up): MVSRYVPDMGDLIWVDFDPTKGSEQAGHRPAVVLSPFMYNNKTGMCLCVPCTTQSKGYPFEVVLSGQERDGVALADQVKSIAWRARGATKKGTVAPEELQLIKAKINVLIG
Rv3671c inh = inhibitors of M. tuberculosis serine protease Rv3671c. inhibition, % at 5.96 µM. 0.048% of 320,000 active; in the data active means inhibition above about 38%;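 further: extracellular domain of Rv3671c used as enzyme; 0% = enzyme with DMSO and 100% = no enzyme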
Target sequence (P9WHR9 whole entry, looked up, the tested form may be a part): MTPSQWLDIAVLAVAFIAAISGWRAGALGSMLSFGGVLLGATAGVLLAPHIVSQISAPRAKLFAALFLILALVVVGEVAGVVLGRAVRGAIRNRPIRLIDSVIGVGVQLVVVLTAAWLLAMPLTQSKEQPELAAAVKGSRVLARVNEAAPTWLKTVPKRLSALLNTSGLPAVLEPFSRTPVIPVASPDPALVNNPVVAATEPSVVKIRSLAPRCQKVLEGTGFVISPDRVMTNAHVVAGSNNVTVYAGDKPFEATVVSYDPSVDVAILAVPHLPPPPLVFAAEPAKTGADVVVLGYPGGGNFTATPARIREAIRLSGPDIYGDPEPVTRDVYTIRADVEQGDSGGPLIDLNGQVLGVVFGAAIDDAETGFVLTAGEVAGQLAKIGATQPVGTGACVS
Mtb UGM inh = inhibitors of M. tuberculosis UDP-galactopyranose mutase | purified UGM, fluorescence polarization probe displacement | inhibition, % at 10 µM | 0.06% of 320,000 active | AID 504406; in the data active means inhibition above about 10%, passing the limit was not always enough; inconclusive means no clear call, values can overlap the other calls
PrPC surface inh = cell surface PrPC inhibition, primary TR-FRET screen; P04156; 0.43% of 370,000 active; inhibition, % at 13.8 µM; TR-FRET read-out; AID 720596; in the data active means inhibition above about 24%; further: 0% = median of the test wells and 100% = reference compound wells
* marks the source's active call; other numbers are inactive results; u = inconclusive; x = no result given. Outcome played no part in choosing rows. Share with any hit: about 4.8%.

Preview (4 entries):
SMILES | FBA Mtb inh | FadD28 binding | BioA inh | GDH-TPI inh | BoNT F protease | MazF activator | Rv3671c inh | Mtb UGM inh | PrPC surface inh
O=C(CSC(=S)N1CCCC1)N/N=C/c1c(O)[nH]c(=S)[nH]c1=O | 6 | -0.1 | -1.2 | 46* | -6 | -1 | -31 | 1.1 | 5
O=C(CSc1cccc(C(F)(F)F)c1)Nc1nnc(C2CC2)s1 | -1 | -0.9 | -1.6 | 0 | -6 | 0 | -8 | 0.6 | 5
COC(=O)N1c2ccccc2CCc2ccccc21 | 1 | -2.9 | -0.7 | 4 | -2 | 3 | 0 | 2.4 | 1
C=CCOc1ccc(/C(O)=C2\C(=O)C(=O)N(CCN(C)C)C2c2cccs2)cc1 (stereo not given) | -1 | 0.3 | -1.6 | 5 | 1 | 6 | 3 | -1.2 | -5

All compounds of this part, from the first entry:
SMILES | FBA Mtb inh | FadD28 binding | BioA inh | GDH-TPI inh | BoNT F protease | MazF activator | Rv3671c inh | Mtb UGM inh | PrPC surface inh
O=C(CSC(=S)N1CCCC1)N/N=C/c1c(O)[nH]c(=S)[nH]c1=O | 6 | -0.1 | -1.2 | 46* | -6 | -1 | -31 | 1.1 | 5
O=C(CSc1cccc(C(F)(F)F)c1)Nc1nnc(C2CC2)s1 | -1 | -0.9 | -1.6 | 0 | -6 | 0 | -8 | 0.6 | 5
COC(=O)N1c2ccccc2CCc2ccccc21 | 1 | -2.9 | -0.7 | 4 | -2 | 3 | 0 | 2.4 | 1
C=CCOc1ccc(/C(O)=C2\C(=O)C(=O)N(CCN(C)C)C2c2cccs2)cc1 (stereo not given) | -1 | 0.3 | -1.6 | 5 | 1 | 6 | 3 | -1.2 | -5
NC(=O)c1ccc(N2CCC(C(N)=O)CC2)c([N+](=O)[O-])c1 | -2 | 1.0 | 10 | 2 | -3 | 14 | 13 | -0.8 | -21
CCCCC(=O)NNC(=O)N1c2ccccc2Sc2ccccc21 | 0 | -2.4 | 0.5 | -13 | -16 | 17 | 7 | 0.5 | -3
COC(=O)c1ccc(-c2noc(CN(Cc3ccncc3)CC3CCCO3)n2)cc1 (stereo not given) | 2 | 1.3 | x | 2 | -6 | 4 | -7 | 0.1 | -2
Cc1cc(Oc2cc(NN3CCCCC3)c([N+](=O)[O-])cc2[N+](=O)[O-])ccc1[N+](=O)[O-] | 4 | -1.1 | -1.8 | 10 | -13 | 8 | -2 | -0.3 | -10
Cc1[nH]c2ccccc2c1C(=O)CN1C(=O)NC2(CC(C)CC(C)(C)C2)C1=O (stereo not given) | -1 | -6.7 | -0.2 | 1 | -1 | 10 | -7 | -0.1 | 7
COc1ccccc1OCC(=O)NC1CCSc2ccccc21 (stereo not given) | -3 | -4.0 | -0.4 | -6 | 6 | 6 | 5 | 0.8 | -3
CC(C)(C)c1[nH]nc2c1C(c1ccncc1)C(C#N)=C(N)O2 (stereo not given) | -1 | -2.3 | 2.7 | 3 | -8 | 1 | 3 | -1.8 | 1
O=C(NCCc1c[nH]c2ccccc12)C(F)(F)C(F)F | 0 | -2.7 | 3.4 | 1 | -2 | -6 | 7 | 0.0 | 1
CCC(C)(C)C1CCc2c(sc(NC(=O)c3ccoc3C)c2C(N)=O)C1 (stereo not given) | 2 | -5.6 | -1.0 | 9 | -21 | 4 | 7 | -0.8 | 4
CCOC(=O)N1CCN(C(=O)CSc2nnc(Cc3ccccc3)o2)CC1 | -1 | -0.5 | -1.0 | -1 | -3 | 8 | -2 | 1.8 | 3
CCCn1c(N2CCN(C(=O)N3CCCCC3)CC2)nc2ccccc21 | -1 | -3.1 | -0.3 | 8 | -6 | -9 | -6 | 0.7 | 6
Cc1[nH]c2ccccc2c1CCO | 4 | -0.5 | x | 9 | -6 | -2 | 3 | 2.7 | 3
CCOc1ccc(NC(=O)C2CCN(C(=O)NCc3ccccc3)CC2)cc1 | 2 | -1.1 | -1.1 | -10 | 0 | 2 | 0 | 5.0 | -3
O=C(c1ccc(N2CCN(C(=O)c3ccccc3Br)CC2)cc1)c1cccc(F)c1 | 3 | -0.3 | -2.0 | 18 | -14 | -13 | 0 | -0.6 | 6
COc1ccc(N(C(=O)c2ccco2)C(C(=O)NC2CCCC2)c2cccs2)cc1OC (stereo not given) | -6 | 1.1 | -1.1 | 18 | 16 | -1 | 5 | -1.2 | -2
CC(=O)c1ccc(Nc2nc(C)cc(C)n2)cc1 | 0 | 0.4 | -3.0 | 33* | u | -13 | -5 | 0.9 | 1
CCCc1nc2ccccc2c(=O)n1N | 2 | -1.4 | -0.8 | -3 | 14 | -3 | -2 | -1.6 | -2
CCOc1ccc(N(C(=O)c2ccccc2Cl)C2=NC(C)(C)CS2)cc1 | -2 | -11 | x | -10 | -3 | 2 | 3 | -0.9 | 15
C=CCNC(=O)c1onc(CSc2cc(C)cc(C)c2)c1C(=O)O | 1 | -1.1 | -2.2 | 8 | 1 | 6 | 4 | 1.2 | -4
CCOC(=O)C1=C(CN2c3ccccc3CC2C)NC(=O)NC1c1ccccc1 (stereo not given) | -7 | -0.6 | -1.5 | 17 | 16 | 1 | 8 | 2.5 | 1

2 entries from above, set out differently:
SMILES,FBA Mtb inh,FadD28 binding,BioA inh,GDH-TPI inh,BoNT F protease,MazF activator,Rv3671c inh,Mtb UGM inh,PrPC surface inh
CCOc1ccc(N(C(=O)c2ccccc2Cl)C2=NC(C)(C)CS2)cc1,-2,-11,x,-10,-3,2,3,-0.9,15
CCCc1nc2ccccc2c(=O)n1N,2,-1.4,-0.8,-3,14,-3,-2,-1.6,-2

(further entries)
SMILES | FBA Mtb inh | FadD28 binding | BioA inh | GDH-TPI inh | BoNT F protease | MazF activator | Rv3671c inh | Mtb UGM inh | PrPC surface inh
O=C(COc1ccc(S(=O)(=O)N2CCCC2)cc1)NCCC1=CCCCC1 | -2 | -1.7 | -0.3 | 12 | 1 | -4 | 1 | -2.0 | 8
CCNC(=S)N1CCN(c2nc(CC)nc3sc4c(c23)CCCC4)CC1 | -1 | -4.7 | 1.1 | -1 | -29 | 0 | -4 | 1.3 | 19
COc1ccnc(Oc2ccccc2)c1C#N | 0 | -3.7 | -1.2 | 1 | 6 | -3 | -7 | 1.2 | -1
COc1ccc(/C(C)=N/NS(=O)(=O)c2cc(C)ccc2C)c(OC)c1 | 2 | 0.2 | 0.9 | -2 | -3 | 6 | -7 | 0.6 | 5
O=C(Nc1ccc(Cl)cc1)C1Cc2c(-c3ccccc3Oc3ccccc3)ccnc2O1 (stereo not given) | 1 | -0.8 | -0.3 | 0 | 4 | x | x | x | 17
O=C(Nc1nc(-c2cccs2)cs1)c1ccc(Cl)s1 | 6 | -1.3 | -0.4 | 20 | -8 | 8 | -29 | 1.4 | 7
Cc1ccc(Cl)cc1NC(=O)c1ocnc1C | 3 | -2.3 | -0.5 | 1 | -11 | -6 | 0 | 2.3 | -1
COC(=O)C1=C(C(=O)OC)[C@@H]2Nc3ccccc3[C@@]23C[C@@H](C(=O)OC)N(C(=O)C2CCC2)C3=N1 | 6 | -3.5 | -2.2 | -3 | 1 | 7 | 1 | 0.1 | 11
CCCSC1=N/C(=C\c2ccc([N+](=O)[O-])o2)C(=O)S1 | -11 | 12* | -1.2 | 5 | -8 | -14 | x | x | -11
CN(c1ccc(OCC(=O)OCC(=O)Nc2c(F)c(F)c(F)c(F)c2F)cc1)S(=O)(=O)c1ccc(F)cc1 | 1 | -0.8 | x | 8 | 2 | -7 | 4 | 2.1 | 2
CC(=NCCCn1ccnc1)c1c(O)n(-c2ccccc2)c(=O)[nH]c1=O | -1 | -1.0 | x | 12 | u | 7 | -4 | -0.2 | -6
CN(Cc1cn(-c2ccccc2)nc1-c1ccc(F)cc1)C(=O)CCC(=O)O | 3 | u | x | 3 | 0 | -1 | -1 | 0.5 | -6
CCOC(=O)c1sc(C)nc1C1CCN(C(=O)OCC)CC1 | -1 | 0.6 | -0.5 | 10 | -8 | -1 | -4 | -1.9 | -2
O=C(Cn1cnc2c(nnn2Cc2ccccc2)c1=O)c1ccccc1 | 1 | 1.8 | 0.7 | -1 | 2 | 1 | 2 | 0.4 | 18
COc1cc2c(cc1C1NC(=S)NC(C)=C1C(=O)N(C)C)CCCC2 (stereo not given) | -1 | -3.3 | x | -12 | -1 | 4 | -10 | 1.4 | -1
CC(=O)Nc1cc(-c2nn(C)c(=O)c3ccccc23)ccc1N1CCOCC1 | -4 | 1.1 | 9.3 | 1 | -7 | 4 | 0 | 1.7 | -7
NC(COCc1ccccc1)c1csc(NC(=O)Nc2cccc(Cl)c2)n1 (stereo not given) | 0 | u | -0.9 | 3 | -30 | x | x | x | 9
c1csc(-c2nn3c(C4COc5ccccc5O4)nnc3s2)c1 (stereo not given) | 3 | -1.3 | -0.4 | 19 | 9 | 5 | -3 | 2.7 | x
Cc1ccc2nc(-c3ccco3)c(CC(C)(C)C)n2c1 | 19 | -2.1 | -1.4 | x | -1 | x | x | x | 4
Cc1cc(C)nc(N2CCN(C(=O)c3ccc(S(=O)(=O)N4CCCCCC4)cc3)CC2)n1 | 2 | -0.9 | x | 6 | -4 | 3 | 8 | -2.6 | -1
O=C(NCc1ccc(C(F)(F)F)cc1)C1CC(c2ccccc2[N+](=O)[O-])=NO1 (stereo not given) | 2 | -1.0 | 1.9 | -9 | -5 | 0 | 10 | 2.2 | -11
O=C(/C=C/c1ccc(Br)cc1)NC(=S)Nc1ccc(S(=O)(=O)Nc2nccs2)cc1 | 6 | -1.4 | x | 1 | 12 | -9 | -2 | -0.4 | 3
FC(F)(F)c1cc(CO[C@@H]2CCCN[C@@H]2c2ccccc2)cc(C(F)(F)F)c1 | 2 | -4.6 | 1.9 | 0 | -17 | 6 | -2 | 0.6 | -11
COC(CNC(=O)c1ccc2c(c1)ncn2-c1ccc(F)c(F)c1)OC | 1 | 0.5 | x | 4 | -4 | -1 | -11 | -5.6 | -7
COc1ccc(CNC(=O)C2CCC(CNc3c(N4CCC(C)CC4)c(=O)c3=O)CC2)cc1 (stereo not given) | -6 | -2.9 | 0.2 | 14 | -2 | -9 | 3 | -0.1 | 8
COC(C[C@@H]1O[C@@H]1[C@H](O)[C@@H](C)OCc1ccccc1)OC | 0 | -4.4 | 0.6 | -8 | -1 | 0 | -13 | 1.4 | -3
CCN1CCN(C(=O)C2CCN(c3nnc(C)c4c(C)n(-c5ccc(C)cc5)nc34)CC2)CC1 | 8 | -2.6 | 15 | 15 | x | 9 | -8 | 5.5 | 10
CCOc1ccccc1N1CCN(C(=O)C(F)(F)F)CC1 | 3 | 0.5 | 0.4 | 6 | -15 | 10 | 2 | -2.6 | x
COc1ccccc1NC(=O)N(C)C[C@@H]1OCc2ccccc2-c2c(n(C)c3ccccc23)C(=O)N([C@H](C)CO)C[C@@H]1C | -1 | 0.6 | -0.3 | 5 | -1 | 5 | x | x | 1
Cc1[nH]n(-c2ccccc2)c(=O)c1/C=N/N1C(=O)c2cccc3cccc(c23)C1=O | -7 | -2.4 | -2.0 | 30 | -12 | 8 | -14 | -2.5 | -34
CCn1c(C(C)NC(=O)c2cccc(C)c2)nc2ccccc21 (stereo not given) | 4 | 0.5 | 4.7 | -3 | 4 | 5 | -2 | 1.2 | 0
CC(C)c1ccc(-c2nnc(N)s2)cc1 | 2 | -1.0 | 17 | 9 | 0 | -7 | 0 | x | 9
CCS(=O)(=O)c1ccc2oc(SCC(=O)Nc3ccc(OC)cc3OC)nc2c1 | 1 | -1.9 | x | -8 | 1 | 0 | -1 | 1.8 | 1
CC1(C)Cc2c(c(-c3ccco3)nc3sc4c(NCCO)ncnc4c23)CO1 | 44* | -2.0 | x | 30 | -3 | 5 | -6 | -2.9 | 4
O=c1ccsc2ccccc12 | 4 | 0.3 | -3.3 | 8 | 6 | -18 | x | x | 0
O=C(CCCN1C(=O)CSc2ncccc21)N1CCN(c2cccc(C(F)(F)F)c2)CC1 | 3 | -2.0 | 2.4 | -5 | 7 | 1 | 1 | 0.0 | -2
O=C1CC(N2CCN(C3CC(=O)N(CCc4ccccc4)C3=O)CC2)C(=O)N1CCc1ccccc1 (stereo not given) | 1 | -0.1 | -0.8 | 2 | -14 | -1 | 1 | -0.7 | 5
CSc1ccccc1-c1nnc(-c2ccc(Cl)cc2)o1 | 8 | -0.8 | 0.0 | 5 | -2 | -9 | -6 | 0.9 | -1
CC(=O)CC1(OC(C)=O)C(=O)N(C)c2ccccc21 (stereo not given) | -1 | -1.9 | x | -5 | -3 | -6 | -1 | -2.8 | 2
